# Screening results deposited in PubChem BioAssay by Johns Hopkins Ion Channel Center.
# RGS4 inh: inhibitors of human RGS4. P49798. HEK293 M3R/RGS4 inducible, Fluo-4 calcium flux; stronger effect = higher value; triggered by carbachol at its EC20. B-score at 10 µM. 0.45% of 310,000 active;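 active = B-score, a plate-corrected calcium signal, over three deviations above library mean, with baseline fluorescence within five deviations of library mean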;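 also: RGS4 expression induced by doxycycline in cells with stable M3 receptor; B-score is computed from the integrated fluorescence ratio over baseline after carbachol; higher B-score means a larger calcium signal and so more RGS4 inhibition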
# ANO1 block: inhibitors of mouse TMEM16A calcium-activated chloride channel; Q8BHY3; HEK293 TMEM16A/YFP iodide influx fluorescence, ionomycin; normalized B-score (activity score, 25-100; higher = stronger inhibition) at 10 µM; 1.2% of 310,000 active;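 active = ratio plate-corrected score three or more library SD toward inhibition, starting fluorescence score within five deviations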;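 also: score derived from kinetic fluorescence span divided by baseline fluorescence per well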
# RGS4 act: potentiators or activators of RGS4. AID 463111. 0.92% of 310,000 active. B-score at 10 µM. HEK293 M3R/inducible RGS4, carbachol calcium flux Fluo4; stronger effect = lower value;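 active = B-score of the integrated calcium signal more than 4 SD below the library mean, with starting fluorescence not abnormally high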;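 also: negative B-score means reduced calcium response which marks RGS4 activation or potentiation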
#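 Material: Inducible-RGS4 HEK293 cells carrying M3 receptor; also added: carbachol at ECmax as muscarinic agonist stimulus; incubation: compound preincubation 20 min at room temperature before agonist; signal: Fluo4-AM (2 µM) calcium-flux fluorescence, kinetic read; measure: integrated calcium ratio converted to B score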
# KCNK3 inh: human KCNK3 channel inhibition, primary screen; CHO-KCNK3 thallium flux, FluxOR fluorescence; stronger effect = lower value; B-score at 10 µM; 0.84% of 340,000 active;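 active = B-score under library mean minus 4 SD, starting fluorescence ratio at most library mean plus 5 SD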;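 also: more negative B-score means stronger inhibition of thallium flux through KCNK3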
# Target sequence (O14649 whole entry, looked up): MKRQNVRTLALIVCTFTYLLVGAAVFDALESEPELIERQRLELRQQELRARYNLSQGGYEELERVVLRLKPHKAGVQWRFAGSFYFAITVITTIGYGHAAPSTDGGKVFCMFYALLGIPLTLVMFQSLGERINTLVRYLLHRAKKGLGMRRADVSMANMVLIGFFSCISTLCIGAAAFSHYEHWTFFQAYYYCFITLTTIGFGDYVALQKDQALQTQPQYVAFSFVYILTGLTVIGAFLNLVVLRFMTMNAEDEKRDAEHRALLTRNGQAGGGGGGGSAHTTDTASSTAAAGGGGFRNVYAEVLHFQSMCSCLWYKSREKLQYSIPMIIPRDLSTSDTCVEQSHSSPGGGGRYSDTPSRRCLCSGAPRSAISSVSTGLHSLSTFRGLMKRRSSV
# hERG protect: shields human hERG channel from block by proarrhythmic agents | Q12809 | CHO-hERG, FluxOR thallium flux, dofetilide IC70 present | activation (rescue from dofetilide block), less the hit threshold, % at 10 µM | 0.51% of 310,000 active | AID 1511;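 active = activation above the mean of controls blocked by dofetilide plus 5 SD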;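 also: thallium influx through hERG after potassium depolarization seen as dye fluorescence rise; in these data hits start at about 4.7%; inactives centre near -7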
# MrgX1 allo act: human MrgX1 positive allosteric modulation, primary screen. AID 588675. 0.63% of 310,000 active. Q96LB2. B-score at 10 µM. MrgX1-HEK293, Fluo-4 calcium flux, FDSS; stronger effect = higher value;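 active = plate-corrected calcium response at least 3 library SD above typical, normal starting fluorescence, not activating the receptor alone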;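 also: compound read alongside a low EC10 to EC30 dose of BAM8-22 agonist; peak minus trough fluorescence over baseline measured at the second addition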
# Target sequence (Q96LB2 whole entry, looked up): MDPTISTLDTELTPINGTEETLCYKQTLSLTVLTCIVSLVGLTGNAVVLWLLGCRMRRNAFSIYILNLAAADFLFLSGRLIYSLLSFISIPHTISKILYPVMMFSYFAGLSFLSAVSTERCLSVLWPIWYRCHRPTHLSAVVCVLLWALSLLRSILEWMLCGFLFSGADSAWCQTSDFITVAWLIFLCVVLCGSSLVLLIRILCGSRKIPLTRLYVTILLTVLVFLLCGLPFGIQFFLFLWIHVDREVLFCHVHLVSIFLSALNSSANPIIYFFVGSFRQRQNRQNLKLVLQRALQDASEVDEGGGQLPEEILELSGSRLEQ
# MrgX1 agonist: human MrgX1 receptor agonism, primary screen; MrgX1-HEK293 cells, Fluo-4 calcium fluorescence, agonist mode; stronger effect = higher value; B-score at 10 µM; 0.44% of 310,000 active;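 active = calcium response B-score plate-corrected fluorescence ratio at least 3 library SD, with starting fluorescence B-score inside 5 SD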
#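 System – MrgX1-expressing HEK293 cells · Incubation – cells plated overnight, dye loaded 0.5 h 37 °C, 0.5 h room temperature · Technique – kinetic Fluo-4 NW fluorescence of intracellular calcium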
# KCNQ1 inh: inhibitors of human KCNQ1 potassium channel | P51787 | CHO-K1 KCNQ1, FluxOR thallium flux fluorescence; stronger effect = higher value | B-score at 10 µM | 1.3% of 310,000 active | AID 2642;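 active = compounds whose thallium flux B-score, printed positive for inhibition, exceeds three library SD while starting fluorescence stays within three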;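 also: channel opened by potassium depolarization with thallium stimulus after 20 min compound exposure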
# KCNK9 inh: inhibitors of human KCNK9 two-pore domain potassium channel; B-score at 10 µM; 1.2% of 310,000 active; HEK293 KCNK9, FluxOR thallium flux fluorescence; stronger effect = lower value; Q9NPC2;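 active = ratio B-score over 3 SD below the library mean, with starting fluorescence within 5 SD of its mean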;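 also: negative B-score means less thallium flux so channel inhibition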
# Target sequence (Q9NPC2 whole entry, looked up, the tested form may be a part): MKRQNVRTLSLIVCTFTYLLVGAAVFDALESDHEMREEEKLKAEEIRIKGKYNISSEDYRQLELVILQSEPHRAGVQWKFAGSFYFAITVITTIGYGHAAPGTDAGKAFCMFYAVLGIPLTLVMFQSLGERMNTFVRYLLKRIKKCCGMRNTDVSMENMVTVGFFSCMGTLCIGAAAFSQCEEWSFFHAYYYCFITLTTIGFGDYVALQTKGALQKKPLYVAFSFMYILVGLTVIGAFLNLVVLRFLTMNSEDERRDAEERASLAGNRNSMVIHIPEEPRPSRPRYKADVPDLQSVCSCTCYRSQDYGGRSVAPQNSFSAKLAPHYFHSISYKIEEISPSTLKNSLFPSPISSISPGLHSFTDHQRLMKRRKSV
# ANO1 activ: activators or potentiators of mouse TMEM16A chloride channel | Q8BHY3 | HEK293 TMEM16A/YFP-H148Q/I152L, iodide quench fluorescence; stronger effect = lower value | B-score at 10 µM | 0.3% of 340,000 active | AID 623877;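 active = fluorescence-ratio B-score plate-corrected deviation score at least 3 library SD below zero, with starting fluorescence score within 5 deviations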;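 also: channel opened by trigger with iodide after compound preincubation; score built on the fluorescence ratio of max minus min over baseline; more negative score means more quench and so TMEM16A activation or potentiation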
# KCNQ1 pot: potentiators or activators of human KCNQ1 potassium channel | P51787 | CHO-K1 KCNQ1, thallium flux FluxOR fluorescence; stronger effect = higher value | B-score at 10 µM | 0.35% of 310,000 active;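 active = fluorescence ratio B-score, a plate-corrected score, at least three library SD, with initial intensity B-score within 5 SD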
#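 Assay system: CHO-K1 cells stably expressing KCNQ1; Medium: assay buffer with matched DMSO; Also added: K+/Tl+ depolarizing stimulus; Dosing: single dose; Timing: dye 90 min, compound 20 min, room temperature; Measured by: kinetic FluxOR thallium fluorescence, 10-s 1-Hz baseline, 110-s post-stimulus read; Read-out: peak-minus-minimum fluorescence over initial fluorescence, negative-control normalized, B-scored.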
# The depositor's hits bear a star; i = inactive; · = not tested or not shown.
SMILES,RGS4 inh,ANO1 block,RGS4 act,KCNK3 inh,hERG protect,MrgX1 allo act,MrgX1 agonist,KCNQ1 inh,KCNK9 inh,ANO1 activ,KCNQ1 pot
O=C(/C=C/c1ccc(OCCCF)cc1)NCc1ccc(Cl)cc1,i,i,i,i,-7,i,i,i,i,i,i
COc1ccc(N2CCN(S(=O)(=O)CCNC(=O)CCCc3ccccc3)CC2)cc1,i,i,i,i,-15,i,i,i,i,i,i
CCN(CC)S(=O)(=O)c1ccc(N2CCCCC2)c(NC(=O)C2=COCCO2)c1,i,i,i,i,-15,i,i,i,i,i,i
Cn1nc(CC(=O)Nc2cccnc2N2CCOCC2)c2ccccc2c1=O,i,i,i,·,-5,i,i,i,i,·,i
COc1ccc(CC(=O)Nc2ccccc2C(=O)N2CCCC2)cc1,i,i,i,i,-12,i,i,i,i,i,i
N#Cc1ccccc1OCC(=O)N1CCN(C(=O)c2ccco2)CC1,i,i,i,i,-6,i,i,i,i,i,i
Cc1nc2ccccc2n1C1CCN(C(=O)Nc2ccccc2)CC1,i,i,i,i,-4,i,i,i,i,i,i
COc1cccc(OC)c1OC(=O)/C=C/c1ccc(C)o1,i,i,i,i,1,i,i,i,i,i,i
CCOC(=O)CC1COCCN1Cc1cn(C)nc1-c1ccccc1F (configuration not stated),i,i,i,i,-16,i,i,i,i,i,i
NC(=O)C1CCN(c2nnnn2-c2ccccc2)CC1,i,i,i,i,-7,i,i,i,i,i,i
O=c1[nH]c2ccccc2[n+]([O-])c1-c1ccccc1,i,i,i,i,-9,i,i,i,i,i,i
N/C(=N\NS(=O)(=O)c1ccccc1)c1ccccn1,i,i,i,i,-8,i,i,i,i,i,i
COC(=O)/C(=C\C(=O)c1ccccc1)Nc1ccc(OC)cc1,i,i,i,i,-11,i,i,i,i,i,i
COc1cc(C(=O)NCCOC(=O)c2cccc(N(C)C)c2)cc(OC)c1OC,i,i,i,i,-16,i,i,i,i,i,i
CCCCn1c(-c2csc(C(C)C)c2)n[nH]c1=S,i,i,-9.7*,i,5.0*,i,i,i,i,i,i
COc1ncnc2sc3c(c12)CCCC3,i,i,i,i,-1,i,i,i,i,i,i
NC(=O)c1ccccc1OCC(=O)NS(=O)(=O)c1ccc(Cl)cc1,i,i,i,i,-8,i,i,i,i,i,i
Nc1nc(-c2cc(Cl)cc(Cl)c2OC(F)F)cs1,i,i,i,i,0,i,i,i,i,i,i
COc1cc2c(cc1OC)CN(C(=O)NS(=O)(=O)c1ccc(C)cc1)CC2,i,i,i,i,-7,i,i,i,i,i,i
CC(=O)Nc1ccc(CN2CCN(Cc3ccc(F)c(F)c3)C(CCO)C2)cc1 (configuration not stated),i,i,i,i,-8,i,i,i,i,i,i
Cc1ccccc1N1CCN(S(=O)(=O)Cc2ccccc2)CC1,i,i,i,i,-6,i,i,i,i,i,i
Cc1ccc(/C(N)=N/OC(=O)Cc2ccccc2)cc1,i,i,i,i,-3,i,i,i,i,i,i
COc1ccc(Cc2nnc(SCC(=O)Nc3ccc(N4CCOCC4)cc3)n2C)cc1,i,i,i,i,-4,i,i,i,i,i,i
COc1ccc(OCC(=O)NC2CCCCCCC2)cc1,i,i,i,i,-13,i,i,i,i,i,i
Cc1nc(NC(=O)CSc2nc3cccnc3n2Cc2ccccc2)sc1C,i,i,i,i,-7,i,i,i,i,i,i
# New compounds follow.
SMILES,RGS4 inh,ANO1 block,RGS4 act,KCNK3 inh,hERG protect,MrgX1 allo act,MrgX1 agonist,KCNQ1 inh,KCNK9 inh,ANO1 activ,KCNQ1 pot
Cc1nn(-c2ccccc2)c(C)c1NC(=O)CCl,i,i,i,i,-6,i,i,i,i,i,i
CCOc1ccc(CCNC(=O)C2CC(=O)N(Cc3ccc(OC)cc3)C2)cc1OCC (configuration not stated),i,i,i,i,-7,i,i,i,i,i,i
COC(=O)c1c(NC(=O)COC(=O)c2ccc(NC(=O)CC#N)cc2)sc2c1CCCCC2,i,i,i,i,-11,i,i,i,i,i,i
COc1ccc(C2CC(c3ccccc3)=NN2C(=O)COC(=O)COc2ccccc2)cc1 (configuration not stated),i,i,i,i,-1,i,i,i,i,i,i
Cc1cnc2cc([N+](=O)[O-])ccc2n1,i,i,i,i,-5,i,i,i,i,i,i
COc1ccc(C(=O)/C=C/c2cn(CC(O)CN3CCN(C)CC3)c3ccccc23)cc1OC (configuration not stated),i,i,i,i,-21,i,i,i,i,i,i
CC(C)CC(NC(N)=O)C(=O)OCC(=O)Nc1ccc(OC(F)F)cc1 (configuration not stated),i,i,i,i,-3,i,i,i,i,i,i
Cc1ccc(S(=O)(=O)/N=C/c2ccc(N(C)C)cc2)cc1,i,i,i,i,-7,i,i,i,i,i,i
COc1ccc(-c2cc(=O)oc3cc(OC(C)C(=O)NCc4ccccn4)ccc23)cc1 (configuration not stated),i,i,i,i,-14,i,i,i,i,i,i
Cc1ccc2nc(SCc3nnc(-c4ccccc4)o3)[nH]c2c1,i,i,i,i,-6,i,i,i,i,i,i
O=C(c1ccccc1)C1CN(c2ccccc2)CC1c1ccc(Cl)cc1 (configuration not stated),i,i,i,i,-12,i,i,i,i,i,i
O=C(CCC(=O)N1CCN(c2ccc(F)cc2)CC1)c1ccc(Cl)cc1,i,i,i,i,-6,i,i,i,i,i,i
O=C1Nc2ccccc2S/C1=C/NCc1ccccc1Cl,i,i,i,i,-8,i,i,i,i,i,i
COC(=O)c1ccc(Nc2nc(C)cc(=O)[nH]2)cc1,i,i,i,i,-4,i,i,i,i,i,i
CCCCn1c(N)c(N(CC(C)C)C(=O)C2CCN(C(=O)c3ccc(F)cc3)CC2)c(=O)[nH]c1=O,i,i,i,i,-8,i,i,i,i,i,i
Cc1ccc(C)c(NC(=O)C2CCCN(S(=O)(=O)c3c(C)nn(C)c3C)C2)c1 (configuration not stated),i,i,i,i,-8,i,i,i,i,i,i
Cc1ccc(C(=O)C2=C(O)C(=O)N(Cc3ccccc3)C2c2cccnc2)o1 (configuration not stated),i,i,i,i,-11,i,i,i,i,i,i
Cc1ccc(S(=O)(=O)N2CCN(CC(=O)N/N=C/C=C/c3ccccc3)CC2)cc1,i,i,i,i,-8,i,i,i,i,i,i
CCCCCC(=O)NNC(=S)NC(=O)c1cccc([N+](=O)[O-])c1,i,i,i,i,-16,i,i,i,i,i,i
Cc1c(C(=O)N(C)CCC#N)oc2ccc(S(=O)(=O)N3CCOCC3)cc12,i,i,i,i,-5,i,i,i,i,i,i
O=C(Cc1ccc(S(=O)(=O)N2CCCCC2)s1)Nc1ccc(F)cc1F,i,i,i,i,0,i,i,i,i,i,i
Cc1cccc(OCc2nnc(SCC(=O)Nc3ncc(C)s3)o2)c1,i,i,i,i,-10,i,i,i,i,i,i
Cc1ccc(NC(=O)COC(=O)Cn2cnc3ccccc32)cc1S(=O)(=O)N(C)C,i,i,i,i,-11,i,i,i,i,i,i
O=C(Nc1nc(-c2ccc(Cl)s2)cs1)c1ccncc1,i,i,i,i,-1,i,i,i,i,i,i
COc1ccc(CCNS(=O)(=O)c2ccc3c(c2)CCN3C(=O)C2CC2)cc1OC,i,i,i,i,-7,i,i,i,i,i,i

# An excerpt of these results, with values under each structure:
# Every second line gives: RGS4 inh, ANO1 block, RGS4 act, KCNK3 inh, hERG protect, MrgX1 allo act, MrgX1 agonist, KCNQ1 inh, KCNK9 inh, ANO1 activ, KCNQ1 pot
Cc1ccc(C)c(NC(=O)C2CCCN(S(=O)(=O)c3c(C)nn(C)c3C)C2)c1 (configuration not stated)
→ i, i, i, i, -8, i, i, i, i, i, i
Cc1ccc(C(=O)C2=C(O)C(=O)N(Cc3ccccc3)C2c2cccnc2)o1 (configuration not stated)
→ i, i, i, i, -11, i, i, i, i, i, i

# (list continues)
SMILES,RGS4 inh,ANO1 block,RGS4 act,KCNK3 inh,hERG protect,MrgX1 allo act,MrgX1 agonist,KCNQ1 inh,KCNK9 inh,ANO1 activ,KCNQ1 pot
CCC(=O)c1coc2ccc(O)cc12,i,i,i,i,1,i,i,i,i,i,i
Cc1ccccc1NC(=O)CSc1nnc(-c2ccoc2C)n1CCc1ccccc1,i,i,i,i,-10,i,i,i,i,i,i
CC(C)(C)n1nnnc1C(c1cccnc1)N1CCN(c2ccccc2)CC1 (configuration not stated),i,i,i,i,-9,i,i,i,i,i,i
O=C(CCN1C(=O)C2CCCCC2C1=O)N1CCN(S(=O)(=O)c2ccccc2)CC1 (configuration not stated),i,i,i,i,-11,i,i,i,i,i,i
CCc1ccc(NC2CC(=O)N(CCc3ccc(OC)c(OC)c3)C2=O)cc1 (configuration not stated),i,i,i,i,-3,i,i,i,i,i,i
O=C(C1COc2ccccc2O1)N1CCN(Cc2ccccc2)CC1 (configuration not stated),i,i,i,i,-9,i,i,i,i,i,i
CC(C)c1ccc(OCC(=O)NNC(=S)NC(=O)c2cccs2)c(Br)c1,i,i,i,i,-12,i,i,i,i,i,30*
O=S(=O)(NCC(c1cccnc1)N1CCN(Cc2ccccc2)CC1)c1ccccc1 (configuration not stated),i,i,i,i,-10,i,i,i,i,i,i
C(=N\c1c(-c2ccccc2)nc2n1CCS2)/c1ccccc1,i,i,i,i,-9,i,i,i,i,i,i
CCN(CC)S(=O)(=O)c1ccc(NS(=O)(=O)CC23CCC(CC2=O)C3(C)C)cc1 (configuration not stated),i,i,i,i,-9,i,i,i,i,i,i
COCCNc1ccc([N+](=O)[O-])cc1C(=O)NC1CCCc2ccccc21 (configuration not stated),i,i,i,i,-7,i,i,i,i,i,i
O=C(O)c1ccc([N+](=O)[O-])c(CS(=O)(=O)c2ccc(Cl)cc2)c1,i,i,i,i,-12,i,i,i,i,i,i
Cc1ccccc1NC(=O)c1cccc(N2C(=O)C3CCCCC3C2=O)c1 (configuration not stated),i,i,i,i,-11,i,i,i,i,i,i
O=C(Nc1ccsc1C(=O)O)c1ccccc1Cl,i,i,i,i,2,i,i,i,i,i,i
CCCCc1nc2cc(C(=O)N3CCCC(OCCC)C3)ccc2o1 (configuration not stated),i,i,i,i,-5,i,i,i,i,i,i
NNC(=O)COc1ccc2oc3c(c2c1)CCCC3,i,i,i,i,-5,i,i,i,i,i,i
